# High-throughput results deposited in PubChem by several laboratories.
# ERa coact pot: enhancers of ERα–SRC-1 coactivator binding, primary screen, biochemical, TR-FRET, ERα LBD, low estradiol. coactivator binding (% of control), % at 25.6 µM. TR-FRET ERalpha-LBD/SRC-Cy5 coactivator binding, 2 h; 100 = basal binding, no effect. actives 1.3% (n = 86,000); in the data active = activity above about 200%;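 note: binding measured in presence of low estradiol as agonist stimulus; 0% = peptide alone without receptor and 100% = receptor with peptide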
# CD11b adhes inh: inhibitors of CD11b/CD18 adhesion to fibrinogen, primary screen, K562 cells, luminescence. Integrin beta-2 (Homo sapiens) + Integrin alpha-M (Homo sapiens), P05107+P11215. ATPlite luminescence; Mn2+ added to activate the integrin. inhibition, % at 10 µM. actives 0.54% (n = 93,000). AID 1497, 2009;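 active = primary inhibition of 50% or more at 10 µM, then 40% or more on retest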; note: some results filed as inactive read as strong as hits
# E coli WT exp: growth inhibitors of wild-type E. coli, primary screen, strain BW25113, expanded library, OD600. growth inhibition, % at 100 µM. OD600 absorbance. actives 0.15% (n = 98,000);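 active = growth inhibition above about 50% at one test dose, limit read from the data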;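 note: growth measured after 20 h incubation at 37 °C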
# ERb coact inh: inhibitors of ERβ-SRC1 coactivator interaction, primary screen, biochemical, TR-FRET, ERβ LBD, SRC-1 peptide; TR-FRET ER-beta LBD / SRC1-Cy5 peptide binding; receptor agonist-loaded with 1 µM estradiol; inhibition, % at 25.6 µM; actives 1.3% (n = 86,000);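 active = compounds whose percent inhibition of the receptor-coactivator binding signal exceeds about 50% in the single-dose screen, limit read from the data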;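 note: 0% = receptor plus peptide wells without compound and 100% = peptide-only wells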
# Target sequence (Q92731 whole entry, looked up, the tested form may be a part): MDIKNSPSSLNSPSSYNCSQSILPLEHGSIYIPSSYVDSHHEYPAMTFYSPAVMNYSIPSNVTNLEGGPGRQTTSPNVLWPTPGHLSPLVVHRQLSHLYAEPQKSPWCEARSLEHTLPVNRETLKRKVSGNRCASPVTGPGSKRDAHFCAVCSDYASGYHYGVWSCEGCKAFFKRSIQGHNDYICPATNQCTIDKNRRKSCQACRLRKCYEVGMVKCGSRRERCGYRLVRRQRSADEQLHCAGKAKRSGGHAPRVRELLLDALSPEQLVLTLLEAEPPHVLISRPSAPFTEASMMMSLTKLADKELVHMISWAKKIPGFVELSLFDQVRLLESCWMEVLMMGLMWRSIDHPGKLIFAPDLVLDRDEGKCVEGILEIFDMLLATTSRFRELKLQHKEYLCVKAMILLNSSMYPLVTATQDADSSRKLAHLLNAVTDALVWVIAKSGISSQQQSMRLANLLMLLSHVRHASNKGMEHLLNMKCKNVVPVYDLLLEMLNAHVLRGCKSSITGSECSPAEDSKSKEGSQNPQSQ
# MT1-MMP txn act: MT1-MMP promoter reporter activation – cell-based, luciferase luminescence, primary screen | HT1080 MT1-MMP promoter luciferase reporter, overnight; active compounds read high | activation factor at 10 µM | actives 0.16% (n = 86,000);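 active = activation factor of at least 2 for MT1-MMP transcription at 10 µM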
# PLAP act: PLAP enzyme activators, biochemical, luminescence, HTS; Alkaline phosphatase, placental type (Homo sapiens), P05187; purified PLAP enzyme, luminescent substrate read-out; active compounds read high; activation fold at 20 µM; actives 1.2% (n = 96,000); in the data active = activation fold above about 2
# Target sequence (P05187 whole entry, looked up): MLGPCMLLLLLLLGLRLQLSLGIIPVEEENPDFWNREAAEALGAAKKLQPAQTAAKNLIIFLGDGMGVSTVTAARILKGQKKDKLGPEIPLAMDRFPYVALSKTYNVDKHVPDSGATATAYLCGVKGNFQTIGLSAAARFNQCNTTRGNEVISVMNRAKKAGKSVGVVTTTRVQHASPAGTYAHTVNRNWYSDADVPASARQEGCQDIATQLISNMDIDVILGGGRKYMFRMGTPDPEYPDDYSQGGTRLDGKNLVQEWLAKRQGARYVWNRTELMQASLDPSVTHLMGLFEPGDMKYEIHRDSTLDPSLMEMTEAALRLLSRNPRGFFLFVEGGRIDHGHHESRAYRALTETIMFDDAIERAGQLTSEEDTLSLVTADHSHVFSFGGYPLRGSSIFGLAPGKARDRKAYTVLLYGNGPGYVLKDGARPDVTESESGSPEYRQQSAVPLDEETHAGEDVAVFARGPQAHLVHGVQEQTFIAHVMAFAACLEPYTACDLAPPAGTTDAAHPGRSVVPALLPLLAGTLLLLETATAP
# ERa SRC1 inh: ERα–SRC-1 coactivator interaction inhibitors, primary screen, biochemical, TR-FRET, ERα LBD, estradiol-bound | Estrogen receptor (Homo sapiens), P03372 | TR-FRET ER-alpha LBD / SRC-1 peptide | inhibition, % at 25.6 µM | actives 1.7% (n = 86,000) | AID 629, 2007; in the data active = inhibition above about 50%;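 note: 0% = receptor plus peptide control and 100% = peptide only without receptor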
# CD11b adhes enh: enhancers of CD11b/CD18 adhesion to fibrinogen, primary screen, K562 cells, luminescence; ATPlite luminescence; activation, % at 10 µM; actives 0.07% (n = 93,000);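 active = 10 µM primary screen giving 50% or more activity, confirmed by 40% or more on retest at that dose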; note: strong numbers were not always called active; reference of the scale not given here
# FAK blocker: FAK kinase inhibitors, primary screen, biochemical; biochemical FAK kinase activity assay; inhibition, %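 (tested at 7 µM)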; actives 0.84% (n = 97,000); in the data active = inhibition above about 19%;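 note: 0% = DMSO and 100% = reference compound high control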
# An asterisk follows results filed as active; x = not tested or not shown; [ ] = remark or other dose.
# Screens in order – ERa coact pot	CD11b adhes inh	E coli WT exp	ERb coact inh	MT1-MMP txn act	PLAP act	ERa SRC1 inh	CD11b adhes enh	FAK blocker
C=CCN1CCN(c2ccncc2S(=O)(=O)N2CCOCC2)CC1
 : x	-4	-6	x	x	1.3	x	-1	-1
CCn1c(SCC(=O)NCc2ccco2)nc2cccnc21
 : 111	-13	-24	-4	1.1	0.9	8	-2	-1
COCCNC(=O)Cc1ccc(Br)cc1
 : 85[fluorescence artefact?]	3	-1	-1	1.2	1.1	3[fluorescence artefact?]	1	x
Cc1nc(-c2coc3cc(OCC(=O)O)ccc3c2=O)cs1
 : 97	24	0	12	0.6	1.3	9	-3	1
CCOc1ccccc1-n1c(SCC(=O)N(CC)CC)nnc1-c1ccccn1
 : 128	-6	-1	-4[fluorescence artefact?]	1.2	1	4[fluorescence artefact?]	-1	3
O=C(c1ccc(-c2nnc(Nc3cccc(Cl)c3)c3ccccc23)cc1)N1C[C@H]2C[C@H](C1)c1cccc(=O)n1C2
 : 95	1	-11	-8	1	1.4	-1	-1	-1
CC1CC(=O)N(Cc2ccccc2)c2ccccc2N1C=O (stereo unspecified)
 : 95	-4	-7	-6	1	1	0	-7	x
Cc1cc(C)c(S(=O)(=O)N2CCN(C)CC2)c(C)c1
 : 98	13	-8	-4	1.1	0.8	-4	-3	6
COc1cc(/C=N/N(C)c2ccccc2)cc(Cl)c1O
 : 74[fluorescence artefact?]	-7	6	10[fluorescence artefact?]	1.8	0.9	6	-4	-1
Cc1ccc(S(=O)(=O)N2CCN(C)CC2)cc1[N+](=O)[O-]
 : x	18	2	x	x	1.2	x	4	5
CC(C)n1c(N2CCN(C(=O)Nc3ccc(F)cc3F)CC2)nc2ccccc21
 : 95	x	-1	4	1	1	1	x	2
Cc1ccc(C(=O)OCC(=O)Nc2ncc(C(F)(F)F)cc2Cl)cc1NC(=O)c1ccco1
 : 94	-2	-7	5	1	1.2	-1	1	-1
Cc1ccc(N(CC(=O)Nc2ccc(F)cc2)S(=O)(=O)N2CCCC2)cc1
 : x	-8	-7	x	1	0.8	x	0	0
O=C(CSc1ncccn1)NCc1ccccc1
 : 110[fluorescence artefact?]	1	6	-8	1.3	1	3	1	1
c1coc(Cn2c(-c3ccco3)nc3ccccc32)c1
 : 79[fluorescence artefact?]	-6	5	37[fluorescence artefact?]	1.4	0.9	34[fluorescence artefact?]	-3	2
CC(=O)N1CCCc2cc(S(=O)(=O)NCCC3=CCCCC3)ccc21
 : x	36	12	x	1.1	1.5	x	0	x
COC(=O)CCc1c(C)c(C(=O)c2ccco2)c2ccccn12
 : 110	3	4	1	1.2	1.1	3	0	3
CCn1cc(C(=O)N2CCCC2)c(=O)c2cc(S(=O)(=O)N(C)C)ccc21
 : 102	7	8	-17[fluorescence artefact?]	1.1	0.9	-1	3	3
CC1CCCCN1C(=O)CSc1nnc(Cc2ccccc2)n1C (stereo unspecified)
 : 102	x	x	-25[fluorescence artefact?]	1.1	x	-15	x	-1
COc1cccc(NC(=O)CSc2nc3c(c(=O)n2C)SC(C)C3)c1 (stereo unspecified)
 : 114	-12	-5	-2	1.1	0.9	-1	-2	x
Cc1ccc2[nH]c(=O)c(COC(=O)C3CCCO3)cc2c1 (stereo unspecified)
 : 97	9	2	3[fluorescence artefact?]	1.1	1.1	5	-6	3
CCN(CC)S(=O)(=O)c1ccc(NC(=O)CN(c2ccc(OC)cc2OC)S(C)(=O)=O)cc1
 : 108	8	-2	-6	1	1.6	-9	5	-1
COc1ccc(C(=O)OCCN=C2NS(=O)(=O)c3ccccc32)cc1OC
 : 116	-2	-1	-3	1	1.1	-1	1	-1
O=S(=O)(c1ccc(Oc2ccccc2)cc1)N1CCOCC1
 : 114	6	-1	-5	1.1	1.4	-8	3	-4
O=C(CCN1C(=O)c2ccccc2C1=O)N1CCC(c2ccccc2)C1 (stereo unspecified)
 : 146	-1	8	8	0.7	0.9	1	0	-1
O=C(CC(Nc1ccccc1Cl)C(=O)OCC(=O)c1cccs1)c1ccccc1 (stereo unspecified)
 : x	-4	-21	x	x	1.1	x	-2	0
CC(=O)N1CCc2c(sc(NC(=O)c3ccc(S(=O)(=O)N(C)C)cc3)c2C#N)C1
 : 109	x	x	3	1	x	-2	x	-3
O=C(C1=C(O)C(=O)N(c2ncccn2)C1c1cccs1)c1ccco1 (stereo unspecified)
 : 91	-13	1	44	1.1	1	19	5	3
CC(C)CC(C(=O)NCc1ccccn1)N1C(=O)c2ccccc2C1=O (stereo unspecified)
 : 106	1	6	-13	1.1	1.2	-4	-1	-2
CCOc1ccc(N(CC)C(=O)CCNC(=O)Cn2ccc3ccccc3c2=O)cc1
 : 126[fluorescence artefact?]	0	-8	4[fluorescence artefact?]	1.1	1.1	3[fluorescence artefact?]	-4	0
CCc1nc(N(CC)CC)c2oc3ccccc3c2n1
 : 96	x	10	-3	0.9	x	-4	x	17
Cc1ccc(Oc2ccc(N)cc2)cc1
 : 101	-14	5	-4	1.2	1	-11	-3	0
CCC(C(=O)O)n1nnc(-c2ccc(-c3ccc(OC)cc3)cc2)n1 (stereo unspecified)
 : 116[fluorescence artefact?]	-20	-3	4[fluorescence artefact?]	1.3	1.5	2[fluorescence artefact?]	2	6
Nc1nnc(C(c2ccccc2)c2ccccc2)s1
 : 93	1	-1	1	1.1	0.8	14	2	-3
Cc1cc(C)cc(Nc2ccc(C(=O)O)cc2N)c1
 : 91	x	-4	-23[fluorescence artefact?]	1.2	x	-17	x	x
C=CCN1C(=O)C(Cc2ccccc2)S/C1=N/N=C/c1cccs1 (stereo unspecified)
 : 105	-48	-12	5	1.2	0.9	3	4	0
COc1cccc(N(CC(=O)NCCSc2ccccn2)S(C)(=O)=O)c1
 : 97	-9	-2	2	1.2	0.9	2	1	0
CC(C)CCn1c(=O)c2ccccc2n2c(COC(=O)c3ccc(S(=O)(=O)N(C)C)cc3)nnc12
 : 149	-2	x	2[fluorescence artefact?]	1	1	-6	-2	x
O=C(Nc1ccc(Cl)cc1)N1CCCC1
 : 102	-8	15	-3	1.3	0.8	-3	3	2
CCOC(=O)c1ccc(N2C(=O)CC(Sc3nc(O)c(CC)c(=O)[nH]3)C2=O)cc1 (stereo unspecified)
 : 102[fluorescence artefact?]	0	1	-2	1	1.3	-7	0	-2

# Three entries drawn at random from those above:
# Screens in order – ERa coact pot	CD11b adhes inh	E coli WT exp	ERb coact inh	MT1-MMP txn act	PLAP act	ERa SRC1 inh	CD11b adhes enh	FAK blocker
CCC(C(=O)O)n1nnc(-c2ccc(-c3ccc(OC)cc3)cc2)n1 (stereo unspecified)
 : 116[fluorescence artefact?]	-20	-3	4[fluorescence artefact?]	1.3	1.5	2[fluorescence artefact?]	2	6
COc1ccc(C(=O)OCCN=C2NS(=O)(=O)c3ccccc32)cc1OC
 : 116	-2	-1	-3	1	1.1	-1	1	-1
CC(C)CCn1c(=O)c2ccccc2n2c(COC(=O)c3ccc(S(=O)(=O)N(C)C)cc3)nnc12
 : 149	-2	x	2[fluorescence artefact?]	1	1	-6	-2	x

# More records follow.
# Screens in order – ERa coact pot	CD11b adhes inh	E coli WT exp	ERb coact inh	MT1-MMP txn act	PLAP act	ERa SRC1 inh	CD11b adhes enh	FAK blocker
Cn1c(SCC(=O)NCc2cccs2)nnc1-c1ccco1
 : 103	-34	8	-21	1.1	0.8	-27	0	0
CCOC(=O)c1cccc(NC(=O)CCc2nc(-c3ccc(C)cc3)no2)c1
 : 107	27	-9	0	1.1	1	3[fluorescence artefact?]	-4	2
c1ccc(-c2nn3nnnc3c3ccccc23)cc1
 : 102	-11	4	-5[fluorescence artefact?]	1.1	1.1	6	1	0
CC(C)OC(=O)C1=C(N)N2C(=O)CSC2=C(C(=O)OC(C)C)C1
 : 89	-4	5	-2	1.1	1.3	-4	-1	2
COC(=O)c1cc(OC)c(OC)cc1NC(=O)CSc1nnnn1Cc1ccccc1
 : 110	5	-13	-12	1.1	1.2	-3	14	-1
O=C(O)c1nsc(Cl)c1Cl
 : 127	14	-18	-7	1.1	1	-9	-1	2
COc1cc(C(=O)N2CCCN(c3nc4cc(C)ccc4cc3C#N)CC2)cc(OC)c1OC
 : 80[fluorescence artefact?]	-22	x	5	1.1	1.5	6[fluorescence artefact?]	1	x
O=c1oc2ccc3ccccc3c2cc1-c1nnc(-c2ccccc2)o1
 : 68[fluorescence artefact?]	-11	-12	20	0.9	1.2	65*[fluorescence artefact?]	-3	-5
COc1cc(C(=O)Nc2cccc(-c3nc4ncccc4o3)c2C)cc(OC)c1OC
 : 156	-19	-8	-3	0.9	1.1	30	2	-1
S=C(Nc1ccccc1)Nc1ccc(OCc2ccc(Cl)cc2Cl)cc1
 : x	9	-6	x	x	0.9	x	9	-1
O=C(Nc1ccc(S(=O)(=O)Nc2nccs2)cc1)c1cc(-c2ccccc2Cl)nc2ccccc12
 : x	0	-14	x	x	1.4	x	-2	-1
COc1cccc2cc(C(=O)N3CCN(c4ccccc4F)CC3)c(=O)oc12
 : 138	-30	-3	-1	x	1.7	-8[fluorescence artefact?]	-4	1
Cc1ccc(-c2cc(C(=O)N3CCOCC3)c3ccccc3n2)cc1
 : 92	-7	3	15	1.3	1.5	31	-1	1
CCOC(=O)C(CC)n1nc(C)n2c(cc3occc32)c1=O (stereo unspecified)
 : 105	-3	11	-16	1.1	0.8	2	-1	-1
CC(C)=CC(=O)OCC(=O)NC(=O)NC(C)(C)C
 : 106	-15	12	-5	1	0.9	0	1	-1
COc1ccc(-c2cc3nc4n(c(=O)c3s2)CCC4)cc1
 : 113	7	-7	-4	0.1	0.8	-1	0	-1
CC(CS(=O)(=O)c1cccc2cccnc12)N1CCCCC1 (stereo unspecified)
 : 107	-2	9	5[fluorescence artefact?]	1.2	1	13	0	x
CC(C)Cc1nnc(NS(=O)(=O)c2ccc(Cl)cc2)s1
 : 115	4	8	-1	1.1	1.1	-3	-5	-2
O=C(C1CCCN(S(=O)(=O)c2ccc(F)cc2)C1)N(Cc1cccs1)C1CC1 (stereo unspecified)
 : 97	0	-7	-3	1.1	1.5	-3	-2	x
N#CC1=C(N)NC(SCC(=O)Nc2ccc(Br)cc2)=C(C#N)C12CCCCC2
 : x	83*	1	x	x	0.7	x	-9	2
Cc1ccc(S(=O)(=O)NCCC2(C(C)C)CCOC(C)(C)C2)cc1 (stereo unspecified)
 : 96	0	9	-11	1	1.1	-1	-6	-2
O=C(CSCc1ccccc1)Nc1ccc(Cl)cn1
 : 89	-8	15	-5	1.7	1.2	-9	-1	0
CC(c1ccccc1)N1C(=O)CC(Sc2ncccc2C(=O)O)C1=O (stereo unspecified)
 : 124	4	3	-14[fluorescence artefact?]	1.2	1.1	-31	0	-1
COc1ccc(OCc2nnc(SCC(=O)N3CCCc4ccccc43)n2-c2ccc(C)cc2)cc1
 : 94	6	-21	8	1	1.9	6	-2	-1
CC(C)C(C(=O)Nc1ccc2c(c1)OCCO2)N1C(=O)c2ccccc2C1=O (stereo unspecified)
 : 113	x	8	-5	1.2	1.2	-12	x	-1
CCCSc1nc(N2CCOCC2)c2c(c1C#N)CC(C)(C)SC2
 : 86	2	-1	2	1.2	1.3	-9[fluorescence artefact?]	-2	2
CCCOc1ccc(CCc2n[nH]c(=S)n2Cc2ccccc2)cc1
 : x	-5	-1	x	x	1.1	x	-1	5
Cc1c(Cl)cccc1NC(=O)NC1CCCCC1
 : 100	-2	-3	-3[fluorescence artefact?]	1.4	0.5	7[fluorescence artefact?]	-1	3
CCOC(=O)C1CCN(C(=O)CC2C(=O)N(Cc3ccccc3)C(C)c3nc4ccccc4n32)CC1 (stereo unspecified)
 : 151	-2	-6	-4	1.2	0.9	-4[fluorescence artefact?]	0	x
COCCn1c(SCC(=O)Nc2sc(C)c(C)c2C#N)nnc1C(C)C
 : 105[fluorescence artefact?]	x	11	0	0.9	1.4	-1	x	0

# Compounds as they come, and some 5.1% of all compounds hit somewhere here.
